KOR beta-arrestin-1 – kappa opioid receptor blockers – cell-based, luminescence, uHTS (AID 1778). KOR beta-arrestin recruitment, luminescence, antagonist mode; higher % means a stronger effect. inhibition, % at 10 µM; hits with a dose series show IC50 in µM. 290,000 compounds, 0.091% hits; also: strong numbers were not always called active
HEK293 NOD2/NF-kB – NOD2 signaling inhibitors, cell-based, luminescence, uHTS, HEK293 (AID 1566); HEK293 NOD2/NF-kB luciferase reporter, luminescence; higher % means a stronger effect; inhibition, % at 4 µM, or EC50 in µM where a hit was titrated; 290,000 compounds, 0.63% hits; also: many of its hits are not listed in these tables
GPR55 activation – GPR55 agonists via beta-arrestin recruitment, primary screen, imaging, U2OS cells, beta-arrestin-GFP redistribution (AID 1961) | activation, % at 10 µM; hits with a dose series show EC50 in µM | 290,000 compounds, 0.048% hits | U2OS GPR55 beta-arrestin-GFP redistribution imaging; higher % means a stronger effect;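 active = activation above 40% with more than 50 cells counted in the well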;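 also: U2OS osteosarcoma cells stably expressing GPR55 and beta-arrestin-GFP; plate controls were DMSO negative control for no effect and LPI positive control for full effect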
GPR55 LPI antagonism – inhibition of LPI-stimulated GPR55 beta-arrestin translocation – imaging, U2OS, beta-arrestin-GFP, LPI agonist, primary screen (AID 2013); U2OS GPR55 beta-arrestin-GFP translocation imaging, LPI antagonism; higher % means a stronger effect; inhibition, % at 10 µM, or IC50 in µM where a hit was titrated; 290,000 compounds, 0.13% hits;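 active = spots per cell inhibited over 60%, with over 100 cells counted and total cytoplasm intensity under 500,000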;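 also: U2OS cells stably carrying GPR55 and arrestin-GFP stimulated by 5 µM LPI near EC80; imaged beta-arrestin-GFP aggregate spots per cell after agonist stimulation; plate controls were LPI-stimulated DMSO wells for no effect and DMSO wells without LPI for full effect; some results filed as inactive read as strong as hits; confirmed hits need IC50 under 10 µM and bright autofluorescent wells are also inconclusive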
HIV peptide binding – inhibitors of HIV fusion peptide binding, primary screen, biochemical, uHTS, fluorescence dequenching (AID 1986) | inhibition, % at 20 µM, or IC50 in µM where a hit was titrated | 290,000 compounds, 0.3% hits | cell-free peptide binding, fluorescence dequenching, 30 min; higher % means a stronger effect; in the data active = inhibition mostly above about 52%, no sharp cut-off; inactive = mostly below about 76%; also: some results filed as inactive read as strong as hits
KOR beta-arrestin-2 – kappa opioid receptor activators – cell-based, luminescence, uHTS, primary screen (AID 1777); KOR beta-arrestin recruitment, luminescence; higher % means a stronger effect; one-dose activation, % at 10 µM; EC50 in µM for titrated hits; 280,000 compounds, 0.02% hits; in the data active = activation above about 50%, passing the limit was not always enough; also: a part of the inactive calls stands beside numbers as strong as those of hits
GPR35 antagonists – GPR35 antagonists blocking zaprinast-driven arrestin recruitment, primary screen, imaging, U2OS, beta-arrestin-GFP, zaprinast agonist (AID 2058). U2OS GPR35 beta-arrestin-GFP translocation imaging, zaprinast antagonism; higher % means a stronger effect. one-dose inhibition, % at 10 µM; IC50 in µM for titrated hits. 290,000 compounds, 0.052% hits;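 active = inhibition of at least 50% with at least 30 cells and total cytoplasm GFP at most 10,000,000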
NOD1 NF-kB reporter – inhibition of NOD1-driven NF-kB reporter – cell-based, luminescence, uHTS, primary screen (AID 1578); NOD1-driven NF-kB luciferase reporter cells, luminescence; higher % means a stronger effect; one-dose inhibition, % at 4 µM; EC50 in µM for titrated hits; 290,000 compounds, 1% hits; in the data active = inhibition mostly above about 36%, no sharp cut-off; inactive = mostly below about 34%;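 also: HEK-293T reporter cells stimulated with the NOD1 agonist gamma-tri-DAP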
Myeloid diff 2 – compounds promoting myeloid differentiation; ER-HoxA9 myeloid progenitors, lysozyme-GFP differentiation, flow cytometry; calls only at 10 µM; 360,000 compounds, 1% hits; AID 624256;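 active = normalized GFP-positive differentiation at or above the plate's own cutoff, the solvent-only control mean plus 3 SD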;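 also: cells exposed to compound for four days before flow analysis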
Myeloid diff 2 GFP+ MAC1+ % – further read-out of Myeloid diff 2, marked with its call; GFP+ MAC1+ double positive, %; measured here: differentiation confirmed by MAC1 staining
Numbers without * were called inactive; [ ] = another dose, or the depositor's remark. Rule as the data show it, unless noted: active = inhibition above about 50%; inactive = the rest. These rows are one share of the data; count on the stated rates, not on these rows.

`Cc1ccc2c(C)c(C(=O)N3CCCC(C(N)=O)C3)oc2c1C` (stereo unspecified) gave KOR beta-arrestin-1 -7.3%, HEK293 NOD2/NF-kB 16.3%, GPR55 activation 0.3%, GPR55 LPI antagonism -2.4%, HIV peptide binding 0.3%, KOR beta-arrestin-2 -2.1%, GPR35 antagonists 12.2%, NOD1 NF-kB reporter -14.7%, Myeloid diff 2 inactive and Myeloid diff 2 GFP+ MAC1+ % 0.2.
Screening O=C1CNC(=S)N1CCCc1ccccc1 returned KOR beta-arrestin-1 -29.8%, HEK293 NOD2/NF-kB -7.0%, GPR55 activation -0.1%, GPR55 LPI antagonism 1.2%, HIV peptide binding -0.3%, KOR beta-arrestin-2 3.3%, GPR35 antagonists -8.8%, NOD1 NF-kB reporter -23.9%, Myeloid diff 2 inactive and Myeloid diff 2 GFP+ MAC1+ % 2.7.
Screening COc1ccc(NC(=O)CN(c2cc(C)cc(C)c2)S(=O)(=O)c2c(C)n[nH]c2C)cc1 returned KOR beta-arrestin-1 21.9%, HEK293 NOD2/NF-kB 11.8%, GPR55 activation 0.7%, GPR55 LPI antagonism -5.3%, HIV peptide binding 3.5%, KOR beta-arrestin-2 -3.5%, GPR35 antagonists 11.7%, NOD1 NF-kB reporter 6.9%, Myeloid diff 2 inactive and Myeloid diff 2 GFP+ MAC1+ % 2.6.
O=C(Nc1ccc(Cc2ccncc2)cc1)c1cccs1 was read as KOR beta-arrestin-1 5.6%, HEK293 NOD2/NF-kB -12.1%, GPR55 activation -0.3%, GPR55 LPI antagonism 5.9%, HIV peptide binding 0.5%, KOR beta-arrestin-2 -5.0%, GPR35 antagonists -3.5%, NOD1 NF-kB reporter -22.1%, Myeloid diff 2 inactive and Myeloid diff 2 GFP+ MAC1+ % 1.2.
COc1ccc(/C=C/C(=O)OCC(=O)NCc2cccs2)cc1OC was read as KOR beta-arrestin-1 16.3%, HEK293 NOD2/NF-kB -1.8%, GPR55 activation 0.2%, GPR55 LPI antagonism -10.3%, HIV peptide binding 0.5%, KOR beta-arrestin-2 -1.8%, GPR35 antagonists 5.0%, NOD1 NF-kB reporter 0.0%, Myeloid diff 2 inactive and Myeloid diff 2 GFP+ MAC1+ % 1.2.
Screening CCOc1ccccc1Oc1cn[nH]c1-c1ccc(OCC(=O)NN)cc1O returned KOR beta-arrestin-1 10.6%, HEK293 NOD2/NF-kB -14.5%, GPR55 activation 0.0%, GPR55 LPI antagonism -2.4%, HIV peptide binding -3.3%, KOR beta-arrestin-2 4.2%, GPR35 antagonists 1.3%, NOD1 NF-kB reporter -5.6%, Myeloid diff 2 active and Myeloid diff 2 GFP+ MAC1+ % 11.1*.
For CC(C(=O)NCCCc1ccccc1)c1ccc([N+](=O)[O-])cc1 (stereo unspecified) the results were KOR beta-arrestin-1 -9.0%, HEK293 NOD2/NF-kB 15.6%, GPR55 activation -0.8%, GPR55 LPI antagonism -14.1%, HIV peptide binding -0.2%, KOR beta-arrestin-2 -0.7%, GPR35 antagonists 1.1%, NOD1 NF-kB reporter -2.3%, Myeloid diff 2 inactive and Myeloid diff 2 GFP+ MAC1+ % 0.3.
`CCOC(=O)C1(Cc2ccccc2C)CCCN(C(=O)c2ccoc2)C1` (stereo unspecified) gave KOR beta-arrestin-1 -3.8%, HEK293 NOD2/NF-kB -18.7%, GPR55 activation -0.1%, GPR55 LPI antagonism -0.2%, HIV peptide binding -0.9%, KOR beta-arrestin-2 4.4%, GPR35 antagonists -7.9%, NOD1 NF-kB reporter -40.8%, Myeloid diff 2 inactive and Myeloid diff 2 GFP+ MAC1+ % 1.9.
`Cc1cc(C)n(/N=C/c2c[nH]c3ccccc23)c(=O)c1C#N` gave KOR beta-arrestin-1 -15.3%, HEK293 NOD2/NF-kB -2.9%, GPR55 activation -0.1%, GPR55 LPI antagonism 3.0%, HIV peptide binding -1.3%, KOR beta-arrestin-2 -0.3%, GPR35 antagonists 16.7%, NOD1 NF-kB reporter -21.1%, Myeloid diff 2 inactive and Myeloid diff 2 GFP+ MAC1+ % 2.5.
Screening Cc1ccc(NNC(N)=S)cc1Cl returned KOR beta-arrestin-1 17.3%, HEK293 NOD2/NF-kB 1.0%, GPR55 activation -1.9%, GPR55 LPI antagonism 1.0%, HIV peptide binding -1.0%, KOR beta-arrestin-2 -0.3%, GPR35 antagonists 1.2%, NOD1 NF-kB reporter -1.0%, Myeloid diff 2 inactive and Myeloid diff 2 GFP+ MAC1+ % 0.1.
For NS(=O)(=O)c1ccc(NC(=O)c2ccccc2Cl)cc1 the results were KOR beta-arrestin-1 -28.0%, HEK293 NOD2/NF-kB -0.6%, GPR55 activation -0.1%, GPR55 LPI antagonism 24.5%, HIV peptide binding 0.6%, KOR beta-arrestin-2 2.2%, GPR35 antagonists -11.7%, NOD1 NF-kB reporter -34.4%, Myeloid diff 2 inactive and Myeloid diff 2 GFP+ MAC1+ % 0.5.
For COc1ccc(OCC#CCN2CC(C)OC(C)C2)cc1 (stereo unspecified) the results were KOR beta-arrestin-1 -7.5%, HEK293 NOD2/NF-kB -5.3%, GPR55 activation -0.4%, GPR55 LPI antagonism 3.3%, HIV peptide binding 1.6%, KOR beta-arrestin-2 -6.4%, GPR35 antagonists 6.5%, NOD1 NF-kB reporter -35.2%, Myeloid diff 2 inactive and Myeloid diff 2 GFP+ MAC1+ % 0.6.
`Cc1[nH]n(C2=NCCS2)c(=O)c1N=Nc1cccc(C(F)(F)F)c1` gave KOR beta-arrestin-1 47.3%[20 µM], HEK293 NOD2/NF-kB 39.7%, GPR55 activation 0.1%, GPR55 LPI antagonism 12.3%, HIV peptide binding 13.4%, KOR beta-arrestin-2 0.7%, GPR35 antagonists -5.9%, NOD1 NF-kB reporter 23.6%, Myeloid diff 2 inactive and Myeloid diff 2 GFP+ MAC1+ % 1.1.
CS/C(=C\C(=O)c1ccco1)Nc1ccccc1Cl was read as KOR beta-arrestin-1 2.6%, HEK293 NOD2/NF-kB -27.2%, GPR55 activation -0.2%, GPR55 LPI antagonism -6.3%, HIV peptide binding -1.4%, KOR beta-arrestin-2 -2.0%, GPR35 antagonists -2.0%, NOD1 NF-kB reporter -0.9%, Myeloid diff 2 inactive and Myeloid diff 2 GFP+ MAC1+ % 0.6.
For COc1ccc(-n2c(Cc3cccn3C)nnc2SCC(=O)NC2CCCCC2)cc1 the results were KOR beta-arrestin-1 -15.3%, HEK293 NOD2/NF-kB 4.6%, GPR55 activation -0.1%, GPR55 LPI antagonism 9.9%, HIV peptide binding 2.1%, KOR beta-arrestin-2 0.8%, GPR35 antagonists -0.8%, NOD1 NF-kB reporter -10.0%, Myeloid diff 2 inactive and Myeloid diff 2 GFP+ MAC1+ % 2.0.

Continued, overlapping the part above by 3 compounds.
`Cc1[nH]n(C2=NCCS2)c(=O)c1N=Nc1cccc(C(F)(F)F)c1` gave KOR beta-arrestin-1 47.3%[20 µM], HEK293 NOD2/NF-kB 39.7%, GPR55 activation 0.1%, GPR55 LPI antagonism 12.3%, HIV peptide binding 13.4%, KOR beta-arrestin-2 0.7%, GPR35 antagonists -5.9%, NOD1 NF-kB reporter 23.6%, Myeloid diff 2 inactive and Myeloid diff 2 GFP+ MAC1+ % 1.1.
CS/C(=C\C(=O)c1ccco1)Nc1ccccc1Cl was read as KOR beta-arrestin-1 2.6%, HEK293 NOD2/NF-kB -27.2%, GPR55 activation -0.2%, GPR55 LPI antagonism -6.3%, HIV peptide binding -1.4%, KOR beta-arrestin-2 -2.0%, GPR35 antagonists -2.0%, NOD1 NF-kB reporter -0.9%, Myeloid diff 2 inactive and Myeloid diff 2 GFP+ MAC1+ % 0.6.
For COc1ccc(-n2c(Cc3cccn3C)nnc2SCC(=O)NC2CCCCC2)cc1 the results were KOR beta-arrestin-1 -15.3%, HEK293 NOD2/NF-kB 4.6%, GPR55 activation -0.1%, GPR55 LPI antagonism 9.9%, HIV peptide binding 2.1%, KOR beta-arrestin-2 0.8%, GPR35 antagonists -0.8%, NOD1 NF-kB reporter -10.0%, Myeloid diff 2 inactive and Myeloid diff 2 GFP+ MAC1+ % 2.0.
Cc1ccc(C)c(OCC(O)CN2CCC(C)CC2)c1C (stereo unspecified) was read as KOR beta-arrestin-1 -10.3%, HEK293 NOD2/NF-kB 15.9%, GPR55 activation 0.2%, GPR55 LPI antagonism -1.2%, HIV peptide binding -1.0%, KOR beta-arrestin-2 4.8%, GPR35 antagonists 9.7%, NOD1 NF-kB reporter -19.9%, Myeloid diff 2 inactive and Myeloid diff 2 GFP+ MAC1+ % 1.8.
COC(=O)[C@@H]1CCCN1Cc1c(C(=O)N2CCCCC2)nc2c(C)cccn12 was read as KOR beta-arrestin-1 -1.6%[20 µM], HEK293 NOD2/NF-kB 1.7%, GPR55 activation -0.1%, GPR55 LPI antagonism 12.5%, HIV peptide binding 0.2%, GPR35 antagonists 12.3%, NOD1 NF-kB reporter -16.1%, Myeloid diff 2 inactive and Myeloid diff 2 GFP+ MAC1+ % 0.3.
`O=C(O)c1ccc(Cl)c(NC(=S)NC(=O)c2ccccc2[N+](=O)[O-])c1` gave KOR beta-arrestin-1 -34.7%, HEK293 NOD2/NF-kB 10.0%, GPR55 activation 0.2%, GPR55 LPI antagonism -3.6%, HIV peptide binding 2.5%, KOR beta-arrestin-2 -4.1%, GPR35 antagonists -5.5%, NOD1 NF-kB reporter -18.7%, Myeloid diff 2 inactive and Myeloid diff 2 GFP+ MAC1+ % 0.1.
For CN1CCCC(OC(=O)c2cc(F)c(F)c(F)c2F)C1 (stereo unspecified) the results were KOR beta-arrestin-1 -34.0%, HEK293 NOD2/NF-kB -11.3%, GPR55 activation -0.1%, GPR55 LPI antagonism 7.3%, HIV peptide binding 0.6%, KOR beta-arrestin-2 -3.7%, GPR35 antagonists -11.0%, NOD1 NF-kB reporter -8.0%, Myeloid diff 2 inactive and Myeloid diff 2 GFP+ MAC1+ % 0.4.
